From PubChem BioAssay
TRPML3 agonist = agonists of human TRPML3 channel | Q8TDD5 | HEK293 TRPML3-YFP, Fluo-8 calcium fluorescence; 100% = the carbachol control signal | activation, % at 3 µM | 220,000 tested, 0.29% active;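 active = activation above its plate's cutoff, the mean activation of the plate's test wells plus 3 SD, cut at about 12% in these data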;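 note: 0% = DMSO only wells and 100% = carbachol wells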
Target sequence (Q8TDD5 whole entry, looked up): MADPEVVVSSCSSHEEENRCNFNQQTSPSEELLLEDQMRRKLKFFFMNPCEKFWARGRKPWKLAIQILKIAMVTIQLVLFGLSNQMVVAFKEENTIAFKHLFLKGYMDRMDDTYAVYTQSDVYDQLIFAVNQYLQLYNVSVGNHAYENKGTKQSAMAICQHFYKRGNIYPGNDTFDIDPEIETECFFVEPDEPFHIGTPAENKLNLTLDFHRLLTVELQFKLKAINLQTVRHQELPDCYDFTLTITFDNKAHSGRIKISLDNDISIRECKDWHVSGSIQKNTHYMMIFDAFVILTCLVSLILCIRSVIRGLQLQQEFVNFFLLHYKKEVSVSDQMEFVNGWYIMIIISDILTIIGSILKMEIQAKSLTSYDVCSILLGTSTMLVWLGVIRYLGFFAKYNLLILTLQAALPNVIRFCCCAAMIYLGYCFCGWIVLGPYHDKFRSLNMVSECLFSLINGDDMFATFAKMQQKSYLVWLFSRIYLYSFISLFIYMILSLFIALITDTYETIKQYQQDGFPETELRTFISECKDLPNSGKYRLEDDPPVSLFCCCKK
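Test system: TRPML3-YFP stable HEK293 cells. Doses: single point at 3 µM. Incubation: dye loading 1 h 37 °C then 30 min ambient, 125 s read. Signal: Fluo-8 calcium dye fluorescence, ex 470-495, em 515-575 nm. Measure: percent activation from peak-to-basal fluorescence ratio, scaled between DMSO and carbachol.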
CHOP inh = blocks CHOP induction under ER stress | inhibition, % at 10 µM | CHO-K1 CHOP-promoter luciferase, tunicamycin-induced, 15-18 h | 220,000 tested, 3.8% active | AID 2732;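 active = compounds that reduced the stress-induced luciferase reporter signal by more than about 70% of percent inhibition, limit read from the data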;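 note: 0% = tunicamycin plus vehicle and 100% = wells without tunicamycin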
BaF3 parental = parental Ba/F3 viability inhibition as JAK2V617F counter-screen | CellTiter-Glo ATP luminescence | inhibition, % at 5.6 µM | 220,000 tested, 1.1% active | AID 1486;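 active = inhibition above a per-campaign cutoff, the mean inhibition of all tested compounds plus 3 SD, cut at about 27% in these data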;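 note: 0% = DMSO wells and 100% = JAK Inhibitor I control wells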
Ba/F3 V617F tox = lowers viability of Ba/F3 cells expressing EpoR and JAK2V617F. ATP luminescence. inhibition, % at 5.6 µM. 220,000 tested, 1.1% active;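 active = inhibition above the campaign mean plus 3 SD over all tested compounds, cut at about 24% in these data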;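 note: cytokine-independent growth of Ba/F3 cells driven by EpoR plus mutant JAK2; 0% = DMSO-treated cells and 100% = JAK inhibitor I control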
PPC-1+TRAIL kill = compounds killing PPC-1 cancer cells with TRAIL present (potentiator screen, no TRAIL-free arm) | 220,000 tested, 0.41% active | AID 1443 | cell killing (% activity), % at 4 µM | PPC-1 cells + TRAIL, ATPLite viability luminescence;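 active = cell killing above 50% in the first pass at 4 µM, then a duplicate retest at 5 µM averaging 50% or more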;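 note: plate controls were cells with TRAIL plus DMSO for no effect and medium-only wells lacking cells for full effect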
Wee1 degr inh = blocks degradation of human Wee1 kinase. reporter increase, % at 5 µM. HeLa Luc-Wee1K328M stability, luciferase luminescence; 100% = proteasome inhibitor MG132 effect. 220,000 tested, 1.2% active;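 active = activation above the mean of all tested compounds plus 3 SD, set per screening run, cut at about 8.8% in these data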;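 note: cells exposed to compound for 20 h before luminescence read; 0% = DMSO alone and 100% = MG132 at 30 µM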
TRPN1 ag = activates the zebrafish TRPN1 channel | activation, % at 3 µM | HEK293 zebrafish TRPN1-YFP, Fluo-8 calcium fluorescence; 100% = response to 87 µM carbachol | 220,000 tested, 0.18% active;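 active = activation above its plate's cutoff, the mean activation of test wells on that plate plus 3 SD, cut at about 19% in these data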;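 note: 0% = DMSO alone and 100% = 87 µM carbachol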
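Control set: carbachol 87 µM as high control, DMSO as low control; system: HEK293 stable line with zebrafish TRPN1-YFP; read-out: % activation versus carbachol response; detection: intracellular calcium fluorescence with Fluo-8; doses: single test compound dose, 3 µM nominal, 0.3% DMSO; schedule: dye 1 h 37 °C plus 30 min RT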
RBBP9 inh = human RBBP9 hydrolase inhibition; recombinant RBBP9, FP-Rh probe fluorescence polarization; inhibition, % at 7.94 µM; 220,000 tested, 0.2% active; AID 1515;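 active = inhibition above the campaign mean of all tested compounds plus 3 SD, cut at about 14% in these data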;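 note: plate controls were DMSO wells with RBBP9 for no effect and wells lacking RBBP9 protein for full effect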
Target sequence (O75884 whole entry, looked up): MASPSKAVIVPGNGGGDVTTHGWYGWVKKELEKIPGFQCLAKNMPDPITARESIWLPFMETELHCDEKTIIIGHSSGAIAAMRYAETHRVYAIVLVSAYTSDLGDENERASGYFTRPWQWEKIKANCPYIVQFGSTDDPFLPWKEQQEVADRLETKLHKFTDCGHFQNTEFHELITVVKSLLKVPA
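Measured by: FP readout at 525/598 nm; material: recombinant human RBBP9; also added: Serine-hydrolase probe FP-Rh, 375 nM pre-mixing; medium: Tris buffer pH 8.0, NaCl, Pluronic; replication: one well per compound; doses: one concentration, 7.94 µM nominal, 0.794% DMSO; timing: preincubation 30 min plus labeling 45 min at 25 °C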
TNF necrop inh = TNF-alpha cell death inhibition in Jurkat FADD-/- cells. Jurkat FADD-/- TNF necroptosis rescue, ATP luminescence, 24 h; 0 = TNF only, 100 = no-TNF cells. 220,000 tested, 0.068% active. activation (protection from cell death), % at 10 µM;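 active = activation, meaning protection from cell death, of at least 50% relative to plate controls; inactive = activation below 50%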;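 note: necroptosis triggered by 40 ng/mL TNF-alpha added together with compound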
* = called active by the depositor; . = no result given.

The line under a structure holds: TRPML3 agonist	CHOP inh	BaF3 parental	Ba/F3 V617F tox	PPC-1+TRAIL kill	Wee1 degr inh	TRPN1 ag	RBBP9 inh	TNF necrop inh
- O=C1CCCc2c1nc(-c1ccc(F)cc1)n2O
    0.7	2	-1	-2	-1	0	0.3	-8	1.7
- Cc1ccc(OCC(=O)NCC2CCCO2)c(C)c1 (centres undefined)
    0.2	-11	2	-2	3	0	0.2	1	1.1
- CCOCCOC(=O)C(C)Oc1ccc(Oc2ncc(Cl)cc2Cl)cc1 (centres undefined)
    0.2	-7	7	-3	1	1	0.4	-1	1.1
- O=C(NN=C1CCCC1)c1ccn[nH]1
    0.6	1	0	-6	16	4	0.5	-4	0.7
- CC(C)(C)NS(=O)(=O)c1cc(C(=O)O)ccc1Cl
    1.5	4	10	2	19	4	1.7	2	1.4
- S=C(NCCN1CCOCC1)Nc1ccc(Cl)cc1Cl
    0.6	46	-2	-6	20	-4	-2.3	-1	-6.8
- COc1ccc(C(=O)C(CCCCC(CN(C)C)C(=O)c2ccc(OC)cc2)CN(C)C)cc1 (centres undefined)
    1.3	-21	8	2	37	-2	0.1	-10	-5.6
- CC(Sc1ncnc2ccccc12)C(=O)Nc1ccc2c(c1)OCO2 (centres undefined)
    1.8	16	5	-2	26	-2	4.2	-8	-6.0
- COc1ccc(/C(O)=C2/C(=O)C(=O)N(CCN3CCOCC3)C2c2ccc(C)cc2)cc1 (centres undefined)
    0.8	-4	2	1	20	-1	0.0	-1	-1.2
- CCOc1ccc(C(=O)Nc2ccc(-c3nc4ccccc4[nH]3)cc2)cc1[N+](=O)[O-]
    1.0	-14	10	2	13	1	-0.2	2	4.2
- CC(C)CN=c1cc(-c2ccccc2)oc2ccc(Cl)cc12
    -0.7	-22	3	-5	24	8	-1.7	4	-2.0
- CCOC(=O)CSc1nc2cc(C(F)(F)F)cnc2n1C
    0.3	14	-2	-6	7	11*	-1.6	-4	4.4
- CC(C)(C)n1nnnc1SCC(=O)Nc1nn(-c2ccccc2)nc1C(N)=O
    0.7	16	-1	-3	18	0	0.2	-3	0.8
- Cc1cc(C)c(NC(=O)C2CCCCN2C)c(C)c1 (centres undefined)
    0.5	21	1	-3	-8	-2	-0.8	-5	1.2
- O=C(CCCN1C(=O)CCC1=O)Nc1ccc(Br)cc1F
    0.7	22	0	-4	-17	2	-1.0	-7	1.5
- OCCC1CN(Cc2nc3c(s2)CCCC3)CCN1CCc1ccccc1 (centres undefined)
    1.3	19	3	0	22	-2	1.9	-6	-1.3
- COc1cc(C=O)ccc1OCCOCCOc1c(C)cc(Cl)cc1Cl
    -0.5	41	-1	-2	.	2	-0.8	-2	-6.3
- CCc1nc(N2CCN(S(C)(=O)=O)CC2)c2c3c(sc2n1)CCCC3
    -0.6	12	5	0	-19	-4	-0.3	-4	0.0
- COc1ccccc1C(C[N+](=O)[O-])c1c[nH]c2ccccc12 (centres undefined)
    -0.9	11	-8	2	-5	-2	-2.8	1	-10
- O=C(NCCc1ccccc1)c1ccc(Cl)nc1
    0.5	-6	0	-2	14	4	-1.6	0	0.2
- COc1cc(OC)c(C(=O)NCc2cccnc2)cc1OC
    0.5	1	4	3	-2	0	-0.3	-4	0.6
- CCOCCCn1c(=NC(C)=O)c(C#N)cc2c(=O)n3ccccc3nc21
    -0.3	-7	5	-3	-6	-2	-0.6	-1	0.6
- CN(Cc1ccco1)C(=O)Cn1c(=O)oc2cc(S(=O)(=O)NCc3ccccc3)ccc21
    1.5	8	5	0	7	0	3.4	-4	-0.7
- CC(=O)CCS(=O)(=O)c1ccc(C)c(C)c1
    0.6	0	0	-4	4	-2	-0.2	0	-10
- Cn1cc(Cl)c(C(=O)Nc2nc3ccc(Cl)cc3s2)n1
    1.1	60	3	0	32	6	0.3	-12	-3.5
- Cc1cccc(N2CCN(C(=O)C3CCN(c4nnc(-n5cccc5)s4)CC3)CC2C)c1 (centres undefined)
    1.0	39	45*	6	-7	1	7.2	-6	-3.1
- Cn1cc(Br)c(C(=O)NC(=S)N2CCN(c3ccccn3)CC2)n1
    0.6	-20	2	-3	26	-1	0.5	-1	0.1
- CCN(c1ccccc1)S(=O)(=O)c1ccc(Cl)nc1
    0.1	2	2	-6	17	2	0.1	-2	0.0
- O=C(c1coc2ccccc2c1=O)N1CCN(c2cccc(C(F)(F)F)c2)CC1
    0.2	29	-4	-2	0	1	-0.6	-2	0.2
- CS(=O)(=O)N1CCN(C(=O)Cc2ccccc2Cl)CC1
    0.9	-14	9	0	28	1	-1.9	-1	0.0
- COc1ccc(/C=N/N2C(=O)CN(C(=O)c3ccccc3)C2c2ccc(OC)cc2)cc1 (centres undefined)
    0.1	-8	-1	1	19	0	2.8	-6	0.4
- FC(F)(F)c1nnc2ccc(NCn3nnc4ccccc43)nn12
    0.4	45	1	-2	10	-2	-0.3	-7	-1.0
- Cc1ccc(CS(=O)(=O)c2ccc(C(=O)N3CCN(c4ccccn4)CC3)cc2[N+](=O)[O-])cc1
    0.9	11	2	-3	10	-1	-0.3	4	-6.3
- N=C(N)SCC1=CCS(=O)(=O)C1
    0.7	8	-3	5	15	0	1.8	8	-1.2
- Cc1ccc2c(c1)c1ncn(CCC3=CCCCC3)c(=O)c1n2C
    0.0	50	5	0	-9	1	0.1	5	3.6
- Cc1cc(C)n(C(=O)CN2C(=O)c3ccccc3C2=O)n1
    0.8	-11	0	-2	8	-3	1.2	2	-0.2
- CCc1ccc(OCc2nc(-c3ccccn3)no2)c(Br)c1
    -0.3	51	6	0	20	1	-0.3	2	-1.4
- Cc1cccc(N2CCN(C(=O)NCc3ccc(Cl)cc3)CC2)c1
    0.2	11	3	-3	12	0	0.9	-7	-3.5
- Cc1noc(C(=O)Nc2cccc(O)c2)c1Cl
    0.4	-8	-1	4	9	-3	0.9	-8	-1.5
- C=CCSc1nc2ccsc2c(=O)n1-c1cccnc1
    -0.1	-9	-2	-3	-25	5	-0.2	-5	-0.6
- Cc1nn(C(=O)c2c(-c3ccccc3)noc2C)c(C)c1N=Nc1cc(C(F)(F)F)cc(C(F)(F)F)c1
    -0.1	12	-3	-4	-5	1	1.0	-9	-1.7
- Cc1ccc(S(=O)(=O)N2CCCN(c3nccc(C(F)(F)F)n3)CC2)cc1
    4.8	51	-2	-4	10	1	-0.2	2	2.3
- CCOC(=O)Cn1nnc2c(sc3nc4c(c(-c5ccccc5)c32)CCC4)c1=O
    1.1	20	3	-1	7	4	-0.2	1	-1.2
- CC1=C(C(=O)Nc2ccccc2C)C(c2ccc(C)o2)NC(=S)N1 (centres undefined)
    -0.2	-1	7	1	16	0	1.1	-2	1.4
- CCOc1cccc2sc(=NC(=O)c3ccco3)n(CC(=O)OC)c12
    0.1	14	1	-2	7	5	-0.6	-2	-9.8
- CCCNC(=O)Cc1c(O)c2ccccc2[nH]c1=O
    -0.1	-1	0	-3	-12	4	-0.4	-6	1.0
- CN1CCN(C(=O)N2c3ccccc3CCc3ccccc32)CC1
    0.9	-12	2	-5	-8	-1	-0.6	-2	1.9
- COc1ccc2oc(C(=O)OCC(=O)NC(=O)NC(C)C)c(C)c2c1
    0.1	31	0	-1	-5	-1	-0.4	-8	0.6
- S=C(c1c[nH]c2ccccc12)N1CCOCC1
    0.2	13	7	3	7	2	-0.6	-7	0.7
- Cc1cccc(-c2noc(CN(C(=O)C34CC5CC(CC(C5)C3)C4)C(C)C)n2)c1
    0.5	47	2	-1	12	-2	1.5	-1	-1.2
- O=c1c2sc(-c3ccccc3)cc2nc2n1CCC2
    1.4	14	5	2	12	4	0.4	3	-3.2
- CCCCOc1ccc(NC(=O)C(=O)NCCCn2ccnc2)cc1
    1.0	-3	4	0	-6	-2	-0.3	6	-1.3
- CC(=O)NC(Cc1c[nH]c2ccccc12)C(=O)O (centres undefined)
    0.7	13	-5	0	9	6	0.1	-1	0.0
- Cc1cc(C(=O)N2CCCC(C(=O)c3cccc(C(F)(F)F)c3)C2)nc(C)n1 (centres undefined)
    0.9	-8	5	0	.	1	0.0	-6	0.8
- NS(=O)(=O)c1ccc(CCNc2nc3c(-c4cccc(F)c4)nnn3c3ccccc23)cc1
    0.5	17	5	-1	18	0	-1.4	-7	-0.4
- Cc1sc2nc(C3CC3)nc(NCCNS(C)(=O)=O)c2c1C
    0.6	12	4	-3	8	-1	-0.6	-4	-2.8
- O=C(CN(C1CC1)S(=O)(=O)c1ccc(S(=O)(=O)N2CCCCCC2)cc1)Nc1ccccc1
    0.9	34	7	6	-8	2	0.2	-9	-2.0
- O=c1c2nnn(-c3ccccc3)c2ncn1C/C=C/c1ccccc1
    0.7	12	1	-3	14	-1	0.5	-5	-0.7
- COc1ccc(N(CC(=O)Nc2ccc(S(=O)(=O)N3CCOCC3)cc2)S(=O)(=O)c2ccc(F)cc2)cc1
    0.3	18	9	8	23	1	2.2	-20	-3.4
- CCOC(=O)c1ccc(N2CN(CCc3ccccc3)CNC2=S)cc1
    0.3	45	1	0	-1	-1	1.4	-6	0.4

Remaining list, next part
The line under a structure holds: TRPML3 agonist	CHOP inh	BaF3 parental	Ba/F3 V617F tox	PPC-1+TRAIL kill	Wee1 degr inh	TRPN1 ag	RBBP9 inh	TNF necrop inh
- O=C(COC(=O)c1cc(-c2ccco2)nc2ccccc12)NCc1ccc2c(c1)OCO2
    0.1	-31	5	-5	12	0	-1.4	-2	-1.9
- CCc1sc(C(=O)NCc2cc(C)n(C)n2)cc1Br
    0.8	12	3	-1	16	-1	3.3	-11	-0.8
- Clc1ccc(-c2nnsc2SCc2ccccc2)cc1
    -0.6	14	0	2	11	1	-0.6	-9	0.2
- CCCn1nc(C(=O)Nc2cc(C(=O)OC)ccc2C)c2ccccc2c1=O
    1.1	5	1	-2	4	-2	0.9	-4	0.1
- NC(=O)c1c(NC(=O)c2cccnc2Cl)sc2c1CCCC2
    0.9	14	3	2	6	3	-0.6	1	1.2
- COC(=O)c1cccc2c1-c1ccccc1/C2=N/O
    -0.8	87*	2	-2	20	0	-1.5	-7	-14
- Cc1cccc(C)c1NS(=O)(=O)c1c(C)[nH]c(=O)[nH]c1=O
    1.4	0	3	-3	6	-1	1.1	-5	0.2
- CCOC(=O)C1=C(C)NC(C)=C(C(=O)OCC)C1C(=O)OCC(=O)c1ccc2c(c1)OCCO2
    -1.4	-25	4	-3	1	2	-1.5	3	-4.6
- O=c1[nH]c2cc(Br)cnc2nc1/C=C(\O)c1ccc(F)cc1
    1.6	59	3	1	16	-2	1.5	-4	-2.9
